High-throughput results: PubChem BioAssay, several laboratories
RGS4-Gao reg – human RGS4-Galphao interaction regulation; binding response (% of control), % at 10 µM; P09471; Multiplexed bead flow cytometry, RGS4-Galphao binding; actives lie on both sides; AID 1415; 220,000 compounds, 0.33% hits; in the data active means binding response below about 49% or above about 150%; inactive means in between;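 further: fluorescent Galphao activated with aluminum fluoride binding bead-coupled RGS4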
Target sequence (P09471 whole entry, looked up): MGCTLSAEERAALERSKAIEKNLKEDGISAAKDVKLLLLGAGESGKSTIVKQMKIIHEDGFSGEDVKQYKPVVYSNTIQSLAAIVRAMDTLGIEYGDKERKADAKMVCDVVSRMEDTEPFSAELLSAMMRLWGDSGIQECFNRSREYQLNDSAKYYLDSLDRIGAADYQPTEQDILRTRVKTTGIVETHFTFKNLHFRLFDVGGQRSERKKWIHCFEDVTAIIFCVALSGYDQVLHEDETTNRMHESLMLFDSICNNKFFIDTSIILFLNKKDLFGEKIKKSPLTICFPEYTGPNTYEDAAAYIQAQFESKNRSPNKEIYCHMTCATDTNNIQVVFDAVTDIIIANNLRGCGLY
Bim-Bcl-B – inhibitors of Bim-Bcl-B interaction, human. bead-based flow cytometry, Bim peptide-Bcl-B binding. inhibition, % at 10 µM. 190,000 compounds, 0.073% hits. AID 951;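 further: 0% = tracer peptide without compound and 100% = reference inhibitor peptide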
Target sequence (Q9HD36 whole entry, looked up): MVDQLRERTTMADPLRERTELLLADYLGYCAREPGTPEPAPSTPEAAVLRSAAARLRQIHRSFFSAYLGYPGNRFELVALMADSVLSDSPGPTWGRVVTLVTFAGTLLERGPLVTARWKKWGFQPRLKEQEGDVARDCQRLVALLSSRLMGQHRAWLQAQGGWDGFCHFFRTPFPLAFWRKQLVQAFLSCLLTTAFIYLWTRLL
Bim-Bcl-XL – inhibitors of Bim-Bcl-XL interaction, human. Q07817. Bim peptide-Bcl-XL binding, bead flow cytometry, fluorescence. inhibition, % at 10 µM. 190,000 compounds, 0.04% hits
Bfl-1 Bim block – disrupts Bim binding to human Bfl-1; 190,000 compounds, 0.12% hits; inhibition, % at 10 µM; Bead-based flow cytometry, Bim-Bfl-1 binding inhibition; Q16548;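 further: 0% = wells without compound plus tracer and 100% = blocker peptide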
Mcl-1 Bim block – human Bim-Mcl-1 interaction inhibition; 190,000 compounds, 0.1% hits; inhibition, % at 10 µM; Bead-based flow cytometry, Bim peptide-Mcl-1 binding;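 further: 0% = no compound tracer wells and 100% = peptide blocker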
Target sequence (Q07820 whole entry, looked up): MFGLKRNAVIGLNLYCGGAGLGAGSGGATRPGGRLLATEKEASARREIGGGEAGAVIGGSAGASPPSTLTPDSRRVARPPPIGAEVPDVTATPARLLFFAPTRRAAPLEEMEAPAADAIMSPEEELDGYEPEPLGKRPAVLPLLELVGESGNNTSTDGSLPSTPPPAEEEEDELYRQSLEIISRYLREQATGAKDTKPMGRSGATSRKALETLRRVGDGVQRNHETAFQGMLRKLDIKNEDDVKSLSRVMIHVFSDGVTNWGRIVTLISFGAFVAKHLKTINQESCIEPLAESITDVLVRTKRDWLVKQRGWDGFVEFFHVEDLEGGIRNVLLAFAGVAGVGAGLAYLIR
RGS8-Gao reg – regulators of human RGS8-Galphao interaction | multiplexed bead flow cytometry, RGS8-Galphao binding; actives lie on both sides | response (percent of control binding), % at 10 µM | 220,000 compounds, 0.34% hits | AID 1423; in the data active means response below about 60% or above about 140%; inactive means in between;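 further: Galphao activated as the GDP aluminium fluoride complex binding bead-coupled RGS8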
Mcl1-Noxa inh – disrupts binding of human Mcl-1 to Noxa peptide; Q07820; TR-FRET Mcl-1/Noxa peptide binding, 2 h; inhibition, % at 21.7 µM; 220,000 compounds, 1.5% hits;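 active means compounds that cut the protein-peptide binding signal by more than 50% relative to plate controls in a single-dose test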;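 further: His-tagged Mcl-1 with rhodamine Noxa BH3 peptide and terbium anti-His antibody; 0% = Mcl-1 plus Noxa peptide wells and 100% = peptide-only wells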
RGS7-Gao reg – modulates binding of RGS7 to human Galphao. Multiplexed bead flow cytometry; actives lie on both sides. 220,000 compounds, 0.35% hits. binding response (% of control), % at 10 µM. P09471; in the data active means binding response below about 49% or above about 150%; inconclusive means no clear call, values can overlap the other calls; inactive means in between;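 further: fluorescent Galphao held in activated GDP-AlF4 state binding bead-coupled RGS7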
Bim-Bcl-W – inhibitors of Bim-Bcl-W interaction, human | AID 952 | bead-based flow cytometry, Bim peptide-Bcl-W binding | Q92843 | 190,000 compounds, 0.02% hits | inhibition, % at 10 µM;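 further: 0% = bound tracer without compound and 100% = peptide blocker; higher means less fluorescent Bim peptide bound to Bcl-W beads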
Bim-Bcl-2 – human Bim-Bcl-2 interaction inhibition | 190,000 compounds, 0.06% hits | P10415 | inhibition, % at 10 µM | AID 950 | Bead-based flow cytometry, Bim peptide-Bcl-2 binding; in the data active means inhibition above about 40%; inconclusive means no clear call, values can overlap the other calls;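 further: 0% = no compound wells with probe peptide and 100% = reference peptide inhibitor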
Mcl1-Bid inh – Mcl-1/Bid interaction inhibition. Q07820. TR-FRET Mcl-1/Bid-Dy647 peptide binding, 1536-well. inhibition, % at 21.7 µM. 220,000 compounds, 0.97% hits. AID 1021;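 active means compounds that cut the binding signal by more than half at the single screening dose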;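 further: His-tagged Mcl-1 with europium anti-His antibody binding Bid BH3 peptide; 0% = Mcl-1 plus peptide wells and 100% = peptide-only wells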
* marks the source's active call; other numbers are inactive results; ? = inconclusive; / = not tested or not shown; [ ] = another dose, or the depositor's remark. Unless noted, no stated cut-off is given here; in the data, active means inhibition above about 40%.

SMILES	RGS4-Gao reg	Bim-Bcl-B	Bim-Bcl-XL	Bfl-1 Bim block	Mcl-1 Bim block	RGS8-Gao reg	Mcl1-Noxa inh	RGS7-Gao reg	Bim-Bcl-W	Bim-Bcl-2	Mcl1-Bid inh
CCOC(=O)c1ccc(NC(=O)N2CCN(C(=O)c3ccco3)CC2)cc1	96	0	-1	-1	2	101	5	102	0	0	-13
N#Cc1ccc(NC(=S)NCCN2CCOCC2)cc1	90	-8	-5	-10	-5	99	10	91	-6	-8	-35
CCCNc1c(N)c(=O)oc2ccccc12	103	-6	-1	-6	-1	103	10	102	-1	-5	-28
O=C(COC(=O)c1ccccn1)Nc1cccc(Cl)c1Cl	100	2	0	1	0	100	10	101	-1	-1	-10
CC(=O)c1c(C)[nH]c(C(=O)OCC(=O)N2CCc3ccccc32)c1C	106	-2	-8	3	-6	116	3	107	-3	-4	-10
O=C1CSC(c2cccnc2)N1Cc1ccc(Cl)cc1Cl (centres undefined)	95	/	/	/	/	97	2	?	/	/	-13
Cc1ccc(NC(=O)CSc2n[nH]c(-c3ccco3)n2)c(C)c1	97	-1	0	-3	1	99	-2	104	0	-1	0
COC(=O)C1=C(CSc2nc3c(cc2C#N)CN(C)CC3)OC(N)=C(C#N)C1c1ccccc1F (centres undefined)	105	-15	-6	8	-5	107	34	107	-9	2	-23
Cc1ccc(C(=O)NCC(=O)Nc2ccccc2C(F)(F)F)cc1	102	5	5	7	3	99	-1	101	4	9	-34
CC1(C)C2CCC1(C)C(OC(=O)C[n+]1ccccc1)C2 (centres undefined)	97	/	/	/	/	97	7	?	/	/	-4
Cc1sc2ncnc(NCCN3CCOCC3)c2c1C	100	0	-2	-1	-5	99	17	100	1	-3	55*
CCC(=O)N1N=C(c2cccs2)CC1c1ccco1 (centres undefined)	101	0	0	-5	3	102	3	97	0	1	-10
O=S(=O)(c1ccc(F)cc1)n1ccc(-c2cccc(OCc3c(F)cccc3Cl)c2)n1	98	-2	-2	-5	-2	103	8	100	2	-2	5
CCOc1nc(CC)nc(NC(=O)NS(=O)(=O)c2ccccc2Cl)n1	105	-1	-2	-1	-3	101	15	102	0	0	28
Cc1cc(C)n(/N=C/c2ccccc2O)c(=O)c1	96	-1	-3	-2	0	98	-1	91	0	-2	-9
Cc1nn(Cc2cccc(C(N)=O)c2)c(C)c1Br	98	/	/	/	/	101	5	?	/	/	-10
CC(C(=O)Nc1nccs1)N1C(=O)C2CC=CCC2C1=O (centres undefined)	101	-10	-1	-11	-1	98	12	100	3	-8	-47
CC(C)OC(=O)CSc1nnc2c3ccccc3n(C)c2n1	104	0	-1	-4	3	101	-10	?	0	-1	-1
Cc1ccc(NC(=O)CCCCCC2NC(=O)NC2C)cc1 (centres undefined)	138	3	0	3	4	107	3	124	9	5	30
CC(C)CN1CCN(Cc2ccc(C#CC(C)(C)O)cc2)CC1CCO (centres undefined)	102	-4	-3	-5	-1	100	9	100	-2	-2	-20
O=C(NC1CCCCCC1)C1CCCN1S(=O)(=O)c1cccc2cccnc12 (centres undefined)	98	-3	-3	-9	1	100	-5	100	0	-3	-26
Cc1ccc(NC2CC(=O)N(c3ccc(N4CCCCC4)cc3)C2=O)cc1 (centres undefined)	94	0	0	0	-2	99	11	97	0	0	-13
NC1=NC(c2ccc(Cl)cc2)C(C(=O)c2ccccc2)N1 (centres undefined)	100	/	/	/	/	99	4	?	/	/	-39
C/C(=N\N=C(/N)SC1CC(=O)N(c2ccc(Cl)c(Cl)c2)C1=O)c1cccs1 (centres undefined)	90	-12	-12	-19	0	94	9	90	-1	-12	16
O=C(CCc1c[nH]c2ccccc12)Nc1ccc(S(=O)(=O)Nc2ncccn2)cc1	97	-2	-4	-3	0	100	17	?	-2	-2	-44
O=C(Nc1ccc2c(c1)OCO2)c1ccc2nc[nH]c2c1	93	-6	4	-8	0	102	45	95	0	-7	-14
Cc1c(C(=O)NC(C)C)sc2ncn(CC(=O)N3CCC(C)CC3)c(=O)c12	99	-3	-9	-3	-2	102	-20	102	-2	-1	-6
O=C(N/N=C/c1ccccc1OCc1ccccc1Cl)c1cccnc1	96	-5	-6	-6	-1	99	14	101	1	-2	7
O=C(CSc1nnnn1C1CCCC1)NCc1cccs1	102	-4	-4	-6	-2	103	-2	104	-2	-1	-35
COc1cccc2c1OC1(CCN(C(C)C)CC1)N1N=C(c3cccnc3)CC21 (centres undefined)	96	/	/	/	/	99	-25	?	/	/	-8
CCOCCCn1c(SCc2nc3sc(C(=O)O)c(C)c3c(=O)[nH]2)nnc1-c1ccc(Cl)cc1	97	3	2	6	-1	97	16	97	0	1	4
CCOc1cccc(C(=O)Nc2cccc(-c3nnc(-c4ccc(C)cc4)o3)c2)c1	151*[activator]	-6	1	0	-1	109	3	143	-7	0	33
CCC1CCCCN1S(=O)(=O)c1ccc(NC(=O)c2cccs2)cc1 (centres undefined)	101	-9	-8	-2	-5	99	-7	96	-6	-4	11
Cc1ccc(CNC(=O)CN2CCC(C(N)=O)CC2)cc1	92	3	0	-1	-1	100	-8	91	0	2	-18
COc1ccccc1N/C(N)=N/c1nc(CSc2ccc(C)cc2)cc(=O)[nH]1	101	-10	-5	-11	-3	102	-36	94	0	-14	32
O=C(CCl)Nc1cccc(S(=O)(=O)NC2=NCCC2)c1	100	/	/	/	/	103	-8	?	/	/	-2
CCOC(=O)c1ccc(NC(=O)CSCC(=O)OCC(=O)c2ccccc2)cc1	101	-2	-7	-1	-2	101	4	101	-3	-2	8
CC(C)N(Cc1ccccc1)C(=S)NCCN1CCOCC1	104	-13	-6	-1	-1	105	5	109	-2	-3	-25
CCC(C)n1c(=N)c(C#N)cc2c(=O)n3cc(C)ccc3nc21 (centres undefined)	105	-7	-5	-5	-1	108	17	103	0	-3	-7
Cc1ccccc1-n1c(C)nnc1SCc1cc(=O)oc2ccc3ccccc3c12	103	-14	-6	3	-5	103	19	104	-6	-2	6
Cc1nn(C)c(C)c1NC(=O)CCl	100	6	-3	4	3	100	29	100	1	3	-13
Cc1nnc(NC(=O)c2cccc(NC(=O)C(C)C)c2)s1	101	0	1	1	-3	104	-5	101	-3	0	8
O=C(Nc1ccc2c(c1)OCO2)C1CC(c2ccccc2Cl)=NO1 (centres undefined)	99	-6	-3	-11	-1	98	16	103	0	-9	3
COc1ccc(C(=O)Nn2cnnc2)c(OC)c1	93	-4	-3	-10	0	96	-2	94	0	-7	-8
O=[N+]([O-])c1ccc(SCCO)nc1SCCO	95	/	/	/	/	99	-4	?	/	/	-14
COc1ccc2nc(SCC(N)=O)[nH]c2c1	100	-7	-4	-10	-2	99	-13	101	0	-10	-18
CC1CCCN(C(=O)C2c3ccccc3C(=O)N3CCc4ccccc4C23)C1 (centres undefined)	101	-10	-3	-4	-2	98	-4	99	-2	-7	-8
Cc1cc2[nH]c(=O)c3ccccc3n2n1	97	1	2	0	4	96	6	94	3	0	-2

Reformatted bar-delimited: 4 of the compounds above
Molecule | RGS4-Gao reg | Bim-Bcl-B | Bim-Bcl-XL | Bfl-1 Bim block | Mcl-1 Bim block | RGS8-Gao reg | Mcl1-Noxa inh | RGS7-Gao reg | Bim-Bcl-W | Bim-Bcl-2 | Mcl1-Bid inh
O=C(Nc1ccc2c(c1)OCO2)C1CC(c2ccccc2Cl)=NO1 (centres undefined) | 99 | -6 | -3 | -11 | -1 | 98 | 16 | 103 | 0 | -9 | 3
COc1ccc(C(=O)Nn2cnnc2)c(OC)c1 | 93 | -4 | -3 | -10 | 0 | 96 | -2 | 94 | 0 | -7 | -8
O=[N+]([O-])c1ccc(SCCO)nc1SCCO | 95 | / | / | / | / | 99 | -4 | ? | / | / | -14
COc1ccc2nc(SCC(N)=O)[nH]c2c1 | 100 | -7 | -4 | -10 | -2 | 99 | -13 | 101 | 0 | -10 | -18

(further entries)
SMILES	RGS4-Gao reg	Bim-Bcl-B	Bim-Bcl-XL	Bfl-1 Bim block	Mcl-1 Bim block	RGS8-Gao reg	Mcl1-Noxa inh	RGS7-Gao reg	Bim-Bcl-W	Bim-Bcl-2	Mcl1-Bid inh
CN(C(=O)CSc1nc2cc(Cl)ccc2c(=O)n1Cc1ccco1)C1CCS(=O)(=O)C1 (centres undefined)	105	-5	-1	-6	-2	104	17	100	-2	-4	-1
COC(=O)c1ccc(NC(=O)COC(=O)CSc2nc(C)cc(C)n2)cc1	103	-1	0	1	0	102	11	101	1	0	-26
COCCN1Cc2cccc(C(=O)NCCCN3CCCC3=O)c2C1=O	97	/	/	/	/	100	6	?	/	/	19
COc1ccc(-c2noc(CSc3nc4ccccc4c(=O)n3-c3ccccc3)n2)cc1OC	102	-7	-21	-11	0	104	6	106	0	-6	1
CCn1nc(C)c(NC(=O)CCSc2nc(-c3ccco3)cc(C(F)(F)F)n2)c1C	92	-3	-6	-5	2	95	6	95	1	-5	-5
COc1ccc(-n2c(=O)c3ccccc3n(CC(=O)Nc3ccccc3OC)c2=O)cc1	101	-1	0	0	-2	100	10	99	1	-4	1
CCn1c(CNC(=O)c2ccco2)nnc1SCC(=O)Nc1cccc(F)c1	100	-2	-3	-1	-2	99	-3	102	0	-3	-8
C=CC(=O)NN(C)c1ncc(C(F)(F)F)cc1Cl	102	0	-2	-2	1	103	3	99	2	3	-45
CC(C)CCNC(=O)C1CCC(CNc2c(N3CCC(C)CC3)c(=O)c2=O)CC1 (centres undefined)	101	/	/	/	/	99	24	?	/	/	-41
CC(C)c1nnc(NC(=O)CCC(=O)NCc2ccc3c(c2)OCO3)s1	98	0	1	-1	-1	99	2	100	0	0	-4
O=C(CSc1cccc[n+]1[O-])Nc1cc(S(=O)(=O)N2CCOCC2)ccc1Cl	102	-6	-5	0	-3	108	1	102	-1	2	1
Cc1ccc(NC(=O)CN(C)C(=O)COc2c(Cl)cc(Cl)c3ccc(C)nc23)cc1	103	-4	-2	-2	-3	102	12	102	-2	-3	-9
CCN1CCN(Cc2cc(=O)oc3ccc(Cl)cc23)CC1	108	-5	-2	-4	-3	144*[activator]	1	107	-5	0	3
CCN(C(=O)COC(=O)c1ccc(COc2ccc3c(C)cc(=O)oc3c2)cc1)C1CCS(=O)(=O)C1 (centres undefined)	99	-5	-6	-8	-3	99	4	101	-4	-6	-15
S=c1[nH]nc(-c2ccc3ccccc3n2)n1-c1ccc2ncccc2c1	98	-4	-2	-1	-1	94	70*	97	-2	3	-130
Cc1c(/N=C(\[O-])Nc2ccc(Br)cc2)sn[n+]1C	101	/	/	/	/	102	17	?	/	/	4
CN(C)/C=C(\C#N)C(=O)N/N=C/c1ccc(Cl)cc1	108	-6	0	-7	-1	104	-18	112	-2	-5	3
CCOC(=O)c1ccc(NC(=O)c2cc(S(=O)(=O)N3CCOCC3)ccc2O)cc1	98	-1	-4	0	-3	100	14	94	-1	2	24
O=C(Nc1ccccc1Cl)c1cccc(COc2cc(Cl)ccc2Cl)c1	98	0	-2	0	-1	99	2	98	-1	0	-16
CCc1nc(SCc2ccc(F)cc2)n[nH]1	98	-4	0	-4	0	103	-11	101	0	-1	-20
COc1ccccc1Nc1nc(N)nc(CSc2nccc(C)n2)n1	100	-9	-4	-17	-2	100	8	99	0	-5	-30
COc1cc(/C=N/NC(=O)c2cc(C3CC3)[nH]n2)ccc1O	104	/	/	/	/	104	18	?	/	/	-39
Cc1ccc(S(=O)(=O)Nc2c(C)ccc3nsnc23)cc1	102	4	1	2	19	103	8	102	4	18	-6
